Y pestis TopoI = Yersinia pestis topoisomerase I inhibitors, primary screen, biochemical, cleavage product accumulation, plate reader, single point; Y. pestis Topo-I cleavage product accumulation; activity, % at 10 µM; 360,000 tested, 0.064% active; AID 504884, 2011; in the data active = activity above about 50%, passing the limit was not always enough; also: inactives centre near 2
3CLpro inhibitor = SARS-CoV 3CLpro protease inhibitors, primary screen, biochemical, quenched FRET | recombinant SARS-CoV 3CLpro, quenched FRET peptide cleavage | 290,000 tested, 0.14% active | inhibition, % at 6 µM; in the data active = inhibition above about 12%
BoNT-A LC inh2 = BoNT/A light chain protease inhibitors, primary screen, biochemical, flow cytometry, MLPCN library | Botulinum neurotoxin type A light chain protease (Clostridium botulinum A str. ATCC 3502) | multiplex microsphere protease substrate cleavage | inhibition, % at 10 µM | 360,000 tested, 0.17% active; also: plate controls were buffer without enzyme for full effect and enzyme alone for no effect
VHR inh abs = VHR1 phosphatase inhibitors, primary screen, biochemical, absorbance, uHTS; Dual specificity protein phosphatase 3 (Homo sapiens), P51452; recombinant VHR phosphatase, pNPP absorbance; inhibition, % at 13.3 µM; 290,000 tested, 0.52% active; in the data active = inhibition above about 50%; also: some compounds called inactive have numbers as strong as hits
Target sequence (P51452 whole entry, looked up): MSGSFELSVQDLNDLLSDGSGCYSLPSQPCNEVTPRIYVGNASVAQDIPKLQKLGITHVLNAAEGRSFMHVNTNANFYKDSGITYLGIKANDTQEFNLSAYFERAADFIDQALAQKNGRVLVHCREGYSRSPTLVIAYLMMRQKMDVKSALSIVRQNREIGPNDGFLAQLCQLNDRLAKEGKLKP
Anthrax LF prot = Bacillus anthracis LF protease inhibitors, primary screen, biochemical, multiplex microsphere, MLPCN library; multiplex microsphere protease cleavage assay; inhibition, % at 10 µM; 360,000 tested, 0.12% active; AID 588501, 2011; also: plate controls were buffer without enzyme for full effect and enzyme alone for no effect
Target sequence (P15917 whole entry, looked up): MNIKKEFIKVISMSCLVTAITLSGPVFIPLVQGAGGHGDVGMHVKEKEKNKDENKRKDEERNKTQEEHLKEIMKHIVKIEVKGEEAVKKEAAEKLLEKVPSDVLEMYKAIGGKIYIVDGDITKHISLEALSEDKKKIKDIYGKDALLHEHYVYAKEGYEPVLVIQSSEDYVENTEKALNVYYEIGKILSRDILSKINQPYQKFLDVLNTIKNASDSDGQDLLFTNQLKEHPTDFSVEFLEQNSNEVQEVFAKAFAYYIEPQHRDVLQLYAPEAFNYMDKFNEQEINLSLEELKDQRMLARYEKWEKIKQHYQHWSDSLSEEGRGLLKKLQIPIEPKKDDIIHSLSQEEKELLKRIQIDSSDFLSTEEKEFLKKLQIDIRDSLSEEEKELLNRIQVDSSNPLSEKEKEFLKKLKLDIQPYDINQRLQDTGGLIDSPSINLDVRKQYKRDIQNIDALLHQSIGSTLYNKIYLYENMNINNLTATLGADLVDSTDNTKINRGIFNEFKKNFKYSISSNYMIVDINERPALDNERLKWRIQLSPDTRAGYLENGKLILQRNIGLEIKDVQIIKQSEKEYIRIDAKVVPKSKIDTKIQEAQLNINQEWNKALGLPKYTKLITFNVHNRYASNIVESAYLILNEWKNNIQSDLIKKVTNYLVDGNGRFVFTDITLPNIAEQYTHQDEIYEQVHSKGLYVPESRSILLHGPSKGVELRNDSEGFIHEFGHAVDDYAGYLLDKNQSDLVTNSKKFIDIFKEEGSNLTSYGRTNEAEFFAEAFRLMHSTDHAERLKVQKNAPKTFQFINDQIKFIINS
PfHsp40 yeast = rescue of yeast from PfHsp40 toxicity, primary screen, S. cerevisiae, ATP luminescence | S. cerevisiae expressing PfHsp40, growth rescue | growth rescue, % at 12.5 µM | 340,000 tested, 0.68% active | AID 504582, 2011; in the data active = growth rescue above about 28%, passing the limit was not always enough;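 also: yeast W303a lacking pdr1 and pdr3 grown in galactose medium; growth measured after three days at 30 °C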
TcdB inh = TcdB glycohydrolase inhibitors, primary screen, biochemical, single point, plate reader. inhibition, % at 9.99 µM. Toxin B (Clostridioides difficile), P18177. 350,000 tested, 0.24% active. AID 652162, 2013. TcdB glycohydrolase enzymatic assay; in the data active = inhibition above about 10%
CCHFV vOTU inh = CCHFV vOTU protease inhibitors, primary screen, biochemical, Pep-AMC substrate, fluorescence; 370,000 tested, 0.55% active; inhibition, % at 11.5 µM; in the data active = inhibition above about 30%; also: 0% = vehicle wells with enzyme and 100% = no enzyme wells
BH1578 lux ind = inducers of Vibrio cholerae quorum light production without autoinducers, primary screen, BH1578 luxS cqsA deficient, single point; V. cholerae BH1578 lux reporter, luminescence, 6 h; activation, % at 18.7 µM; 350,000 tested, 0.16% active; AID 588436, 2011; in the data active = activation mostly above about 9.7%, no sharp cut-off; also: not every result past the cut was called active; inactives centre near 0; reference of the scale not given here
SSB-PriA inh = inhibitors of Klebsiella pneumoniae PriA binding to SSB C-terminal tail, primary screen, biochemical, AlphaScreen; PriA–SSB C-terminal tail interaction (Klebsiella pneumoniae); 430,000 tested, 0.6% active; AlphaScreen SSBct-PriA binding, biotinylated peptide; inhibition, % at 33 µM; in the data active = inhibition mostly above about 37%, no sharp cut-off; inactive = mostly below about 20%;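 also: plate controls were negative control peptide for no effect and reference peptide for full effect; strong numbers were not always called active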
Numbers without * were called inactive; i = inactive; . = no result given; & = joins results of further samples. Rule as the data show it, unless noted: active = inhibition above about 30%; inconclusive = no clear call, values can overlap the other calls; inactive = below that. Some of the compounds tested, so the mix of outcomes need not match the whole.

SMILES	Y pestis TopoI	3CLpro inhibitor	BoNT-A LC inh2	VHR inh abs	Anthrax LF prot	PfHsp40 yeast	TcdB inh	CCHFV vOTU inh	BH1578 lux ind	SSB-PriA inh
CCCS(=O)(=O)c1c(S(=O)(=O)CCC)c2c3ccccc3ccn2c1C(=O)OC	28	0	0.1	-14	7	-0.1	.	-8	-0.6	4
Cc1ccc2c(c1)N(C(=O)CCC(=O)N1CCOCC1)CC(C)O2 (stereo unspecified)	-1	0	-0.7	6	-3	0.4	1.4	6	i	-3
Cc1ccc(-c2nnc(SCC(N)=O)nc2-c2ccc(C)cc2)cc1	-4	2	-3.8	31	1	-0.2	0.7	-7	0.9	2
O=C(O)c1ccc(N=Nc2c(O)ccc3ncccc23)cc1	1	-3	-4.6	41	-19	-0.4	-7.0	6	0.3	6
CCOC(=O)CN(C(=O)COc1nc(C)cc(C)c1C#N)c1cccc(Cl)c1	-13	6	.	5	.	-0.2	0.6	11	0.9	7
O=c1[nH]nc(CNc2cccc(C(F)(F)F)c2)c2ccccc12	12	3	-0.9	-10	-1	-0.1	1.2	6	-5.6	1
CC(C)c1onc(C(=O)Nc2cccc(Cl)c2)c1[N+](=O)[O-]	-11	0	-0.1	-11	-1	1.8	-1.6	5	-0.3	-3
CC1CN(Cc2nc3c(c(=O)n(C)c(=O)n3C)n2CCCc2ccccc2)CC(C)O1 (stereo unspecified)	-8	2	-0.3	.	2	-1.9	.	3	-2.8	-11
O=C(COc1ccccc1)NCCc1nc2ccccc2[nH]1	3	6	-0.1	10	-2	-0.6	.	17	i	-15&0
COc1cccc(OCC(=O)O/N=C(\N)c2ccncc2)c1	16	-2	1.3	-14	-3	1.0	0.4	4	-6.2	i
CCC(=O)Nc1nc2ccc(NC(C)=O)cc2s1	-4	7	-1.1	8	-7	-1.9	.	9	0.7	15
Cc1ccc2c(c1)N(C(=O)CCC(=O)Nc1ccccc1Cl)CC(C)O2 (stereo unspecified)	18	2	-1.1	2	-4	1.1	1.9	4	-0.3	-18

Profiles as entered above. Values in the order: Y pestis TopoI | 3CLpro inhibitor | BoNT-A LC inh2 | VHR inh abs | Anthrax LF prot | PfHsp40 yeast | TcdB inh | CCHFV vOTU inh | BH1578 lux ind | SSB-PriA inh
CC(C)c1onc(C(=O)Nc2cccc(Cl)c2)c1[N+](=O)[O-] is listed with -11 | 0 | -0.1 | -11 | -1 | 1.8 | -1.6 | 5 | -0.3 | -3
O=C(COc1ccccc1)NCCc1nc2ccccc2[nH]1 is listed with 3 | 6 | -0.1 | 10 | -2 | -0.6 | . | 17 | i | -15&0
Cc1ccc2c(c1)N(C(=O)CCC(=O)N1CCOCC1)CC(C)O2 (stereo unspecified) is listed with -1 | 0 | -0.7 | 6 | -3 | 0.4 | 1.4 | 6 | i | -3

Continuation:
SMILES	Y pestis TopoI	3CLpro inhibitor	BoNT-A LC inh2	VHR inh abs	Anthrax LF prot	PfHsp40 yeast	TcdB inh	CCHFV vOTU inh	BH1578 lux ind	SSB-PriA inh
COc1cccc(OCc2nnc(SCC(=O)NNC(=O)C3CCCCC3)n2C)c1	-1	-1	-0.2	12	0	-1.1	0.5	3	i	-7
CC(C)(C)C(=O)/C=C(\N)c1ccccn1	-7	3	0.2	16	3	1.4	.	12	5.0	.
Cc1cnc(C)c(N2CCC(C(=O)NCc3cccs3)CC2)n1	-7	4	0.2	27	-1	0.0	.	1	2.8	-16
CC(C)(C)NS(=O)(=O)c1cc(C(=O)Nc2sccc2C#N)ccc1Cl	-7	-2	3.5	-2	0	0.7	.	15	-0.3	-2
O=C(Nc1ncccc1O)c1cc2ccccc2o1	-10	.	0.4	.	0	-0.6	2.1	8	i	10
CCN(CC)S(=O)(=O)c1ccc(C(=O)NC(=S)N(CCC#N)Cc2cccnc2)cc1	-2	1	-0.5	4	-3	0.5	0.0	0	i	-12
CCN(CC)S(=O)(=O)c1ccc(N2CCCC2)c(NC(=O)Cc2ccccc2)c1	6	-3	2.3	15	-7	1.3	0.3	8	i	-16
O=C(NCCCN1CCOCC1)C(=O)N/N=C/c1c(Cl)cccc1Cl	2	-2	-1.4	9	-2	-0.2	-1.2	5	-0.5	.
O=C(NCc1ccco1)c1ccc(=O)[nH]n1	4	-2	-0.5	25	-2	-0.4	.	17	-3.6	-2
CCOC(=O)/C=C/C(=O)Nc1cc(S(=O)(=O)Nc2ccc(OC)cc2)ccc1N1CCOCC1	5	.	2.7	.	-2	-0.8	-0.8	3	-1.2	-2
CCCOc1ccc(/C=C/C(=O)N2CCOCC2)cc1	5	4	0.5	6	-11	22	0.6	-8	-3.2	-15
CCC(C)(C)NC(=O)C(c1ccc(C)cc1)N(Cc1ccco1)C(=O)CCC(=O)Nc1nccs1 (stereo unspecified)	-1	3	0.3	37	-2	-0.2	.	1	0.4	-5
CC(C)(C)c1nc2sc3c(c2c(=O)o1)CCCC3	7	-7	-0.2	4	0	3.8	.	9	i	-7
CSC(=Nc1ccccc1)N=C(SCc1ccccc1)N(C)C	22	.	0.0	.	-10	-1.5	0.6	11	-5.6	-13
COc1ccccc1Cn1c(-c2ccccc2OC)nc2ccccc21	29	3	-0.8	-16	0	-0.3	.	2	i	5
CCCCn1c(=O)nc2n(-c3ccc(Cl)cc3)c3ccccc3cc-2c1=O	-7	2	6.4	-4	2	0.3	1.6	11	-0.2	-8
Cn1cccc1/C=N/NC(=O)C12CC3CC(CC(C3)C1)C2	-8	3	-0.4	35	0	4.2	.	5	-0.2	.
Cc1ccc(NC(=O)C2CCN(S(=O)(=O)c3ccc4c(c3)OCCO4)CC2)nc1	2	.	-3.2	.	-4	0.5	2.2	-5	-5.3	-20
CCC(OC(=O)CN1C(=O)C(=O)c2ccccc21)C(=O)Nc1ccc(S(N)(=O)=O)cc1 (stereo unspecified)	-13	0	-0.2	1	1	0.6	0.6	9	-0.8	2
CCOc1ccc(/C(O)=C2/C(=O)C(=O)N(CCOCCO)C2c2ccccc2)cc1 (stereo unspecified)	5	-1	-0.8	2	0	-0.3	.	14	.	.
Cc1nn(C)c(Oc2ccccc2)c1CCNS(=O)(=O)c1ccccc1	1	3	-0.2	-14	0	0.6	.	4	3.1	-3
CCOC(=O)N1CCN(CC(=O)Nc2c(C(=O)OC)[nH]c3ccccc23)CC1	7	-2	-0.2	19	-5	-0.7	.	-5	0.6	1
COCCn1c(C)cc(C(=O)CSc2ccc(NC(C)=O)cc2)c1C	2	-2	-0.8	24	0	-0.7	.	-10	1.4	9
O=[N+]([O-])c1cccc2ccc(/C=C/c3ccc(F)cc3)nc12	-5	-3	0.2	6	1	1.6	.	8	-0.3	24

As entered above.
In CCHFV vOTU inh, CCOC(=O)CN(C(=O)COc1nc(C)cc(C)c1C#N)c1cccc(Cl)c1 shows 11
In CCHFV vOTU inh, CCOc1ccc(/C(O)=C2/C(=O)C(=O)N(CCOCCO)C2c2ccccc2)cc1 (stereo unspecified) shows 14
In BoNT-A LC inh2, O=C(NCc1ccco1)c1ccc(=O)[nH]n1 shows -0.5

Later entries:
SMILES	Y pestis TopoI	3CLpro inhibitor	BoNT-A LC inh2	VHR inh abs	Anthrax LF prot	PfHsp40 yeast	TcdB inh	CCHFV vOTU inh	BH1578 lux ind	SSB-PriA inh
OCc1cccc[n+]1CCc1ccccc1	-3	.	1.2	.	5	.	-0.6	5	-0.7	-3
CCCc1cc(=O)oc2c(C)c(OCC(=O)N3CCC(C(=O)O)(c4ccccc4)CC3)ccc12	24	7	0.3	24	-2	0.2	-3.0	-13	-0.5	-13
CCOc1cc(/C=N/O)cc(Br)c1OCC(=O)NCc1ccccc1	-3	7	-0.9	-4	-5	5.2	1.0	7	-6.2	.
Cc1nc2ncnn2c(N2CCN(C(=O)Cc3cccs3)CC2)c1C	-6	1	3.3	0	-6	1.4	.	-5	-0.4	-16
COc1ccc(Cc2nc3ccc(C(=O)N(C)CCO)cc3o2)cc1	2	-3	1.1	44	-10	-0.1	3.4	-6	-0.3	5
CN(CC(=O)Nc1ccc(Cl)c(C(F)(F)F)c1)C(=O)c1cn2ccccc2n1	6	.	1.4	.	7	1.2	0.2	-13	-1.4	5
COc1ccc(CC(O)COS(N)(=O)=O)cc1 (stereo unspecified)	5	-2	-0.3	9	-2	-1.2	2.3	10	0.0	5
COc1ccc(N2C(=O)C3CCCN3C2c2cccs2)cc1 (stereo unspecified)	3	-5	-0.7	0	-2	0.9	0.2	-3	-0.2	-1
CCOC(=O)CN(C(=O)CSc1nnc(COc2ccc(OC)cc2)n1C)c1ccccc1	-6	4	1.2	5	2	-0.5	.	-3	-0.5	-6
CN(CC(=O)Nc1ccccc1Cl)C(=O)CCNC(=O)Nc1ccccc1	-1	.	-0.4	.	4	-0.6	-0.1	-3	-0.4	-4
Cc1nnc2c3ccccc3c(Cl)nn12	12	6	-1.2	-14	3	-0.4	4.7	-10	-0.3	0
CC1CN=C(c2cccn2Cc2ccc(F)cc2Cl)O1 (stereo unspecified)	-12	-3	-1.2	23	-3	0.1	.	7	i	-5
O=C(O)CNS(=O)(=O)c1ccc2c3c(cccc13)C(=O)N2	-7	1	.	22	.	-1.1	-0.2	-51	-0.2	-12
CCN1CCCC1Cn1cnc2c([nH]c3cc(OC)ccc32)c1=O (stereo unspecified)	0	-3	-0.1	40	-1	0.2	0.6	-2	.	-9
Cc1cccnc1NC(=O)c1ccc2nc(N)sc2c1	0	-2	-0.3	12	-2	0.6	.	-8	-0.2	-7
CC(C)n1c(CNC(=O)c2ccccc2F)nnc1SCC(=O)c1ccc(F)cc1	4	.	0.5	.	2	-0.5	1.3	2	i	-3
COc1ccc(Cl)cc1S(=O)(=O)N1CCCc2ccccc21	4	5	-0.9	1	1	0.0	0.3	-2	-5.9	3
Cc1cc(NC(=O)Nc2cc(Cl)ccc2C)no1	7	3	3.3	9	3	-0.1	-0.3	-5	-0.6	-17
COC(=O)c1c(NC(=O)c2cccnc2)sc(C)c1C	12	-2	-0.4	21	-1	1.6	.	.	i	-5
Cc1nc2c(C(=O)N3CCOCC3)cnn2c(C)c1Cc1ccc(Cl)cc1	6	-6	0.8	31	-1	-1.1	.	-23	-0.9	-3
CCN(CC(=O)Nc1ccc(NC(C)=O)cc1)C(=O)CCCc1c[nH]c2ccccc12	9	.	-5.0	.	-5	1.1	1.1	14	-4.0	-4
Cc1csc2nc(=O)c3ccccc3n12	1	1	0.9	-2	-3	-0.1	.	-8	-8.0	-1
CCC1CCCCN1C(=S)NC(=O)c1cc(Br)ccc1Cl (stereo unspecified)	-7	.	-0.3	.	2	14	1.4	10	-0.5	0
C=CCn1c(N2CCCC2)nc2c1c(=O)[nH]c(=O)n2C	0	-5	-0.5	10	0	-0.5	0.0	5	i	-2
Cc1cc(C)n(-c2cccc(CN(C)Cc3nc(-c4cnccn4)no3)c2)n1	-2	-7	0.5	-6	-2	-2.4	1.5	-10	i	-9
CC1CC(C)CN(C(=O)CCn2c(=O)oc3ccccc32)C1 (stereo unspecified)	-5	-4	-4.2	0	-3	-1.9	0.5	-3	-0.5	-1
O=C(C1CCN(S(=O)(=O)c2ccc(-n3cnnn3)cc2)CC1)N1CCN(c2ccccc2)CC1	-3	3	0.1	10	0	0.4	.	6	i	4
O=C(c1cc(-c2ccccc2)nc2ccccc12)N1CCCC1	4	-3	-0.2	26	2	3.1	-3.2	7	-0.3	4
COc1ccc(C(CC(=O)Nc2cc(OC)cc(OC)c2)n2cccc2)cc1 (stereo unspecified)	4	0	-1.1	4	-2	1.6	.	9	i	7
COc1ccc(C(=O)NNC(=S)NC(=O)c2cc(-c3ccccc3)nc3ccccc23)cc1	-2	8	0.0	20	-1	-1.1	.	16	-1.4	-3
